Screening data: PubChem BioAssay, several laboratories
HIF activator: HIF pathway transcriptional activation | U2OS HRE-luciferase reporter, luminescence; normalized: DMSO 0%, desferrioxamine 100% | activation, % at 7.5 µM (by protocol) | 300,000 tested, 0.32% active | AID 1910;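 active means mean activation of at least 10% of the iron chelator positive control signal, with at least half of replicates also reaching 10%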
IEC-6 cytotox: IEC-6 cytotoxicity, counter-screen for KLF5 inhibitors; luminescence viability; 290,000 tested, 0.78% active; inhibition, % at 5 µM; in the data active means inhibition above about 22%;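 further: 0% = plate median of test compound wells and 100% = cytotoxic reference compound wells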
HSF1 inhib: HSF1 inhibition; NIH3T3-HGL HSE-luciferase, MG132-induced, luminescence 8 h; stronger effect = lower value; activity change, negative = inhibition, % at 7.5 µM (by protocol); 300,000 tested, 0.77% active; AID 2098;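 active means more than half of replicate wells show activity change below -50%, luminescence cut by over half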;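 further: luciferase reports HSF-1 transcriptional activity via heat shock element; 0% = median of DMSO wells and -100% = zero luminescence signal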
KLF5 inh: suppresses KLF5 promoter-driven expression. inhibition, % at 5 µM. AID 1700. 290,000 tested, 0.23% active. DLD-1 KLF5 promoter-luciferase reporter, luminescence;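 active means inhibition above a per-plate limit of that plate's mean compound inhibition plus 3 SD, cut at about 60% in these data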;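 further: 0% = DMSO wells and 100% = LY294002 at 200 µM; higher means less KLF5 promoter-driven luciferase light; inactives centre near -14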
HSF1 activator: increases HSF-1 driven luciferase reporter signal; NIH3T3-HGL HSF-1 luciferase reporter, MG132, 8 h; 100% = twice DMSO control signal; activation, % at 9 µM; 300,000 tested, 1.7% active; AID 504408;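 active means mean replicate activation of at least 50% with a set share of replicates each reaching 50%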;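 further: 0% = median of the neutral control wells and 100% = twice that signal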
HSP90 inh: inhibitors of HSP90 luciferase refolding in rabbit reticulocyte lysate | luciferase refolding luminescence, 3 h | inhibition, % at 5.6 µM | 290,000 tested, 0.91% active | AID 1789;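 active means inhibition above the screen-wide mean plus 3 SD, computed separately per campaign, cut at about 16% in these data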;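 further: 0% = DMSO wells and 100% = 60 µM geldanamycin wells; inhibitors lower the luminescence because luciferase stays unfolded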
SKKanGAS inh: SKKanGAS growth inhibition. S. pyogenes SKKanGAS, kanamycin growth, BacTiter-Glo, 6 h. 300,000 tested, 1.3% active. inhibition, % at 7.5 µM. AID 1662;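 active means mean replicate score, as percent of positive control median, at least 50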;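 further: strain carries kanamycin resistance gene driven by streptokinase promoter and grows in 40 µg/ml kanamycin; loss of luminescence reflects streptokinase promoter inhibition or plain growth inhibition; 0% = median of DMSO wells and 100% = positive control at its reference dose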
AI-2 QS modul: modulates the Vibrio harveyi AI-2 quorum sensing system; Vibrio harveyi JMH597 AI-2 luminescence/OD600 ratio, 9 h; stronger effect = lower value; strain lacks LuxN and CqsS sensors; 0 = neutral-control median; activity change, % at 7.5 µM; 300,000 tested, 0.4% active; AID 2094; in the data active means activity change below about -75%, passing the limit was not always enough;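 further: luminescence divided by OD600 gain over 9 h not by final OD600 alone; inactives centre near 13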
aSyn UTR inh: MLPCN primary screen, SNCA 5' untranslated region | alpha-synuclein 5'UTR reporter, inhibitor activity | inhibition, % (tested at 7.5 µM) | 300,000 tested, 0.82% active | AID 1813; in the data active means inhibition above about 60%;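 further: H4 neuroglioblastoma cells stably carrying SNCA 5'UTR luciferase fusion; 0% = DMSO wells and 100% = positive control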
Platelet DG rel: modulates dense granule release in human platelets | human platelet-rich plasma, SFLLRN dense granule ATP release, luminescence | inhibition, %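 (compounds screened at 7.5 µM in platelet-rich plasma)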 | 300,000 tested, 0.22% active | AID 1663;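 active means mean replicate score, as percent of positive control, at or above 50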
* marks the source's active call; other numbers are inactive results; . = not tested or not shown. Outcome played no part in choosing rows. About 6% of those tested had a hit in this group.

SMILES | HIF activator | IEC-6 cytotox | HSF1 inhib | KLF5 inh | HSF1 activator | HSP90 inh | SKKanGAS inh | AI-2 QS modul | aSyn UTR inh | Platelet DG rel
Cc1[nH][nH]c(=O)c1/C=N/N1CCOCC1 | -0.1 | -3.7 | 9.4 | -3.6 | 21.7 | -0.7 | 2.1 | 47.8 | 6.6 | -1.9
Cc1cc(C(=O)NCCc2ccccc2)c2cc(F)ccc2n1 | 0.3 | 3.1 | 15.4 | -24.0 | 18.4 | -1.3 | -3.4 | -0.4 | -39.7 | -1.2
Cc1ccc(NC(=O)CC2CS(=O)(=O)CC2CC(=O)Nc2ccc(C)c(C)c2)cc1C (stereo not given) | -0.4 | -1.1 | 6.2 | -3.9 | 8.3 | -0.6 | 3.0 | -3.3 | 14.7 | -7.2
NS(=O)(=O)c1ccc(NC(=O)COC(=O)CCC2CCCC2)cc1 | 0.3 | 1.3 | -5.3 | -30.6 | 3.0 | -1.0 | -3.5 | 6.9 | -1.5 | 1.1
C/C(=N\NC(=O)CCc1ccccc1)C1C(=O)c2ccccc2C1=O | 1.4 | -2.2 | 10.0 | -6.3 | 11.8 | -2.5 | 18.2 | 43.5 | -48.9 | 0.5
O=C(COC(=O)C1CCN(/C=C/C(=O)C(F)(F)F)CC1)Nc1ccccc1 | 0.0 | 5.9 | -1.4 | -3.7 | 19.6 | 2.9 | -4.6 | 20.6 | -16.0 | 11.1
COc1cccc(N2CCN(C3CCCC(C)C3)CC2)c1 (stereo not given) | 0.4 | -1.0 | 1.8 | -36.0 | 0.5 | 0.9 | 2.1 | 11.0 | -10.2 | -4.9
COc1cc(C(=O)NCCN2CCN(C(=O)c3cc(OC)c(OC)c(OC)c3)CC2)cc(OC)c1OC | 0.1 | -0.2 | -3.4 | -4.4 | -17.3 | 0.6 | -2.9 | -0.7 | -13.1 | -5.1
COc1cccc(-c2cc(C(=O)N3CCN(c4ncccn4)CC3)c3ccccc3n2)c1 | 0.5 | -2.5 | 1.9 | 4.2 | 5.3 | 4.7 | 4.2 | 31.3 | -40.4 | 0.3
O=C1c2ccc(Oc3ccc([N+](=O)[O-])cc3)cc2C(=O)N1CCO | 1.4 | 1.0 | 3.6 | -7.9 | -9.7 | -1.8 | 4.4 | 23.6 | 7.1 | -11.1
COc1cccc(CN(C)CC(=O)Nc2cccc3ccccc23)c1 | 0.3 | 2.6 | -1.9 | -1.1 | 11.0 | 0.3 | 0.2 | -1.8 | 12.0 | -4.7
Cc1cc(C(=O)OCC(=O)Nc2cc(S(=O)(=O)N(C)C)ccc2C)c2ccccc2n1 | -0.4 | 6.1 | -21.2 | -6.8 | -39.9 | 2.7 | -7.3 | 2.7 | -9.1 | -5.6
Cc1ccc(C)c(NS(=O)(=O)c2cc(C(=O)NCc3ccncc3)ccc2C)c1 | 1.0 | -2.9 | 3.4 | -33.6 | 24.2 | 3.6 | 10.2 | 26.9 | 5.1 | 3.0
CCOC(=O)Cc1csc(NC(=O)c2sc3nc4ccc(C)cc4cc3c2N)n1 | -0.1 | -9.0 | -3.5 | -7.1 | 6.8 | 1.1 | 11.4 | -3.9 | -11.5 | -10.9
CCOc1cccc(C(=O)Nc2ccc3c(c2)OCCO3)c1 | -6.5 | 8.7 | 17.6 | -43.7 | 37.1 | 19.4* | -8.0 | 8.2 | 12.6 | 6.8
Cc1cc(Cl)cc(Cl)c1CNc1c([N+](=O)[O-])c(=O)oc2ccccc12 | -0.4 | -4.3 | 1.0 | -18.5 | 9.8 | -2.3 | -17.6 | -1.6 | -16.5 | -8.6
CCN(Cc1ccncc1)C(=O)c1cc(COc2ccc(F)cc2F)on1 | 0.2 | 6.9 | -1.1 | -31.4 | -1.8 | 1.9 | -14.2 | -0.6 | 5.8 | 3.9
CCOc1ccccc1NC(=O)Nc1ccc2c(c1)CCC2 | 2.4 | 1.8 | 26.7 | -121.7 | 35.0 | -4.1 | -0.7 | 24.6 | -44.5 | 7.5
Cc1ccc(C)c(-c2nnc(NC(=O)Cc3ccc(F)cc3)o2)c1 | 0.3 | 1.5 | 0.9 | 24.0 | 2.8 | 1.3 | 16.8 | -0.1 | 41.2 | -3.9
CN(C)S(=O)(=O)c1ccc(C(=O)OCn2nnc3ccccc3c2=O)cc1 | -0.3 | 1.2 | 9.9 | -10.6 | 22.8 | -1.0 | -3.0 | -89.2* | 1.8 | -0.9
CCn1c(=O)ccc2cc([N+](=O)[O-])ccc21 | -1.1 | 0.1 | -2.8 | -26.9 | -0.6 | -2.7 | -7.5 | 5.2 | 17.9 | -43.8
COc1ccc(S(=O)(=O)N(C)c2ccc(C(=O)NCc3ccccn3)cc2)cc1OC | -0.3 | 7.9 | -8.3 | 5.5 | -11.6 | 1.6 | -0.1 | 10.6 | 30.4 | 12.9
Cc1ccc(-n2ncc3c(=O)n(CC(=O)N4CCCc5ccccc54)cnc32)cc1C | 0.4 | 4.7 | 9.2 | -4.5 | 8.1 | 6.5 | 24.5 | 19.7 | -11.8 | -2.8
CC1=C(C)CC(C(=O)Nc2ccc3c(c2)OCO3)C(C(=O)O)C1 (stereo not given) | 0.5 | -6.5 | -12.1 | 1.3 | 4.0 | 0.1 | 3.5 | 6.9 | -31.8 | 2.7
CCc1ccc(C(=O)NNC(=O)CN2C(=O)NC(CC)(c3ccccc3)C2=O)cc1 (stereo not given) | 1.2 | . | -3.8 | . | -4.6 | . | -5.8 | -82.8* | 4.4 | -5.4
CC1(C)Cc2cccc(OCC(=O)Nc3ccc(S(N)(=O)=O)cc3)c2O1 | -0.4 | . | -1.8 | . | -15.4 | . | -10.6 | 28.9 | 10.8 | -18.6
COC(=O)c1ccc(C(=O)OC)c(NC(=S)N2CCN(c3ccc(F)cc3)CC2)c1 | -0.3 | -1.3 | -1.6 | -8.2 | 6.3 | -2.3 | 1.1 | 16.8 | 3.0 | 9.9
O=C(NNS(=O)(=O)c1ccccc1)c1cnn(-c2ccc(Cl)cc2)c1C(F)(F)F | 0.5 | 0.0 | -1.4 | 0.0 | -10.6 | -2.0 | 1.5 | 7.5 | 3.5 | 0.4
Fc1ccc(Nc2c3c(nc4ccccc24)CCC3)cc1 | -1.1 | -3.1 | -2.5 | -6.6 | 4.2 | -2.2 | 0.8 | 39.8 | 4.5 | -6.6
CCOC(=O)CC(NC(=O)Cc1cccs1)c1ccccc1Cl (stereo not given) | -0.4 | -4.6 | 0.0 | -26.4 | 17.1 | -0.8 | 3.0 | 6.6 | 5.5 | -1.1
COc1ccc(CCNC(=O)COc2cc(O)c3c(c2)OC(C)(C)CC3=O)cc1OC | -0.3 | 13.1 | 12.6 | -1.4 | 34.8 | -2.0 | -2.2 | 28.3 | 32.4 | -2.4
Cc1sc2ncnc(N[C@@H](CCC(=O)O)C(=O)O)c2c1C | -0.5 | 2.1 | -4.7 | 0.7 | -12.2 | 0.9 | -1.8 | 16.2 | -2.2 | 2.0
COc1ccccc1C(=O)NCCNC(=O)c1ccc(C)nc1 | 0.0 | -2.3 | 3.6 | 5.9 | -9.4 | 0.9 | 2.5 | 22.3 | -4.5 | 9.6
CCOc1ccc(N2C(=O)CC(N3CCN(c4ccccc4OC)CC3)C2=O)cc1 (stereo not given) | -0.2 | 4.6 | -4.3 | -17.9 | -11.1 | -5.3 | -5.9 | 25.6 | 7.6 | -1.1
NC(=O)CSc1nnnn1-c1ccc2c(c1)OCCO2 | 0.0 | 0.2 | -14.1 | -28.8 | -3.7 | 1.6 | -1.5 | 11.5 | -23.8 | 10.7
CC(C)(C)c1ccc(Cn2nnc3c(=O)[nH]c(C4CCN(C(=O)Cc5cccs5)CC4)nc32)cc1 | -0.3 | 3.3 | 17.5 | 2.1 | 11.2 | 4.1 | 9.4 | 14.0 | 45.4 | -3.8
C=CCNc1ccc(N2C(=O)C3CCC(C)CC3C2=O)cc1[N+](=O)[O-] (stereo not given) | -0.5 | 1.2 | 2.3 | -2.3 | 0.8 | 2.1 | -3.6 | 13.1 | -2.9 | 16.9
COc1cccc(-c2nnc(-c3ccc(C(F)(F)F)cc3)o2)c1 | 4.3 | 1.1 | 17.4 | -42.2 | 26.0 | -1.7 | -11.0 | 17.3 | -145.3 | 8.3
Cc1ccc(NNC(=O)c2cc(C)on2)c(C)c1 | 0.1 | 4.0 | -1.0 | -28.9 | 13.5 | 1.6 | -1.1 | 26.6 | -1.7 | -5.8
C#CCOCCOCCOCCNc1nc(N2CCN(C(=O)[C@H](Cc3ccc(O)cc3)n3cc(C(N)CC(C)C)nn3)CC2)nc(N2CCN(C(=O)[C@H](CCC(=O)O)n3cc(C(N)[C@H](C)CC)nn3)CC2)n1 (stereo not given in full) | -6.2 | -2.5 | 8.1 | -5.3 | 33.1 | 0.8 | 3.2 | 18.2 | -17.3 | -14.9

Complete entries, looked up by structure:
COc1cccc(-c2nnc(-c3ccc(C(F)(F)F)cc3)o2)c1 as listed: HIF activator = 4.3; IEC-6 cytotox = 1.1; HSF1 inhib = 17.4; KLF5 inh = -42.2; HSF1 activator = 26.0; HSP90 inh = -1.7; SKKanGAS inh = -11.0; AI-2 QS modul = 17.3; aSyn UTR inh = -145.3; Platelet DG rel = 8.3
COc1ccc(CCNC(=O)COc2cc(O)c3c(c2)OC(C)(C)CC3=O)cc1OC as listed: HIF activator = -0.3; IEC-6 cytotox = 13.1; HSF1 inhib = 12.6; KLF5 inh = -1.4; HSF1 activator = 34.8; HSP90 inh = -2.0; SKKanGAS inh = -2.2; AI-2 QS modul = 28.3; aSyn UTR inh = 32.4; Platelet DG rel = -2.4

(list continues)
SMILES | HIF activator | IEC-6 cytotox | HSF1 inhib | KLF5 inh | HSF1 activator | HSP90 inh | SKKanGAS inh | AI-2 QS modul | aSyn UTR inh | Platelet DG rel
COc1cccc(CNc2nc(SC)ncc2CO)c1 | 0.0 | 6.1 | 4.3 | -9.6 | 5.1 | -0.5 | -1.7 | -4.9 | 42.6 | 15.2
CCOC(=O)/C(C#N)=C(C)/C=C1\Sc2ccccc2N1CC | . | 3.7 | 9.4 | -1.8 | 29.8 | -3.2 | -4.6 | 13.2 | -105.5 | 0.0
Cc1nnc(SCC(=O)NC23CC4CC(CC(C4)C2)C3)s1 | -0.2 | 6.1 | 6.9 | -16.4 | -3.4 | -3.0 | 2.8 | 16.1 | 7.1 | -3.1
CC1(c2nnc(-c3ccc(Cl)cc3)o2)CC(c2c(Cl)cccc2Cl)=NO1 (stereo not given) | -0.7 | . | 6.3 | . | -6.7 | . | 1.4 | 17.2 | 9.2 | -1.2
COc1ccc(-n2c(SCCC#N)nnc2-c2cc(Cl)ccc2OC)cc1Cl | 2.9 | 5.9 | -5.2 | 11.4 | -5.4 | 6.2 | 2.6 | 29.9 | -18.8 | 3.9
COc1ccc(C2C(C(=O)c3ccco3)=C(O)C(=O)N2CCCn2ccnc2)c(OC)c1 (stereo not given) | 2.4 | -6.7 | 0.1 | -6.9 | -11.7 | 2.9 | -3.4 | 6.2 | -39.6 | -5.5
O=C1NC(=O)/C(=C\c2ccc(OCc3cccc(C(=O)O)c3)c(Cl)c2)N1 | -0.7 | -1.4 | -55.5* | -31.6 | -65.0 | 30.8* | 8.7 | 24.1 | 69.9* | 3.4
S=C(Nc1ccc(Br)cc1Cl)N1CCN(c2ccccn2)CC1 | 2.0 | 9.2 | 5.8 | -33.0 | 16.0 | 0.1 | 5.4 | 8.8 | -52.8 | 1.3
Cn1nnc2c(N3CCCCC3)nccc21 | 0.1 | -10.0 | -10.7 | -25.6 | -14.7 | 1.0 | -1.5 | 19.2 | -3.4 | -1.2
